SRC1 TRFRET art = TR-FRET detection interference compounds, primary screen, artefact control for PPARgamma SRC-1 recruitment agonists, biochemical, TR-FRET emission ratio; TR-FRET detection artefact counter-screen; active compounds read high; TR-FRET ratio at 8 µM; hit rate 0.34% among 99,000; AID 1051, 2008; in the data active = TR-FRET ratio above about 2300; also: inactives centre near 1800
SRC3 TRFRET art = TR-FRET detection interference compounds, artefact control for PPARgamma SRC-3 recruitment agonists, biochemical, TR-FRET ratio | TR-FRET artefact counter-screen, PPARgamma/SRC-3 format; active compounds read high | TR-FRET ratio at 8 µM | hit rate 0.39% among 99,000 | AID 1048, 2008; in the data active = TR-FRET ratio above about 2000; also: inactives centre near 1600
The depositor's hits bear a star.

SMILES	SRC1 TRFRET art	SRC3 TRFRET art
CCC[C@@H]1C[C@@H](C(=O)N[C@@H](C2O[C@H](SC)[C@H](O)[C@@H](O)[C@H]2O)[C@H](C)Cl)N(C)C1 (some centres undefined)	1359	1202
CCc1ccc([C@@H]2C[C@H]3CN(Cc4ccccc4OC)C(=O)[C@]34CCCN24)cc1	1626	1583
Cc1ccc(Cl)c(OC(=O)c2nn(C(C)C)c(=O)c3ccccc23)c1	1823	1547
COc1ccccc1CN1CCNC(=O)C1CC(=O)NCc1c(C)n[nH]c1C (centres undefined)	1679	1417
Cc1cc(=O)oc2cc(OC(C)C(=O)NCC3CCCO3)ccc12 (centres undefined)	1976	1597
COC(=O)c1nc2n(n1)C(c1ccc(OC)c(OC)c1OC)C1=C(CCCC1=O)N2 (centres undefined)	2084	2015
CC1(C)OC(=O)C(C(c2ccccc2)C(C#N)C(N)=O)=C(O)O1 (centres undefined)	1798	1619
C=CCNC(=O)c1cc2c(=O)c3ccccc3oc2nc1C	1653	1480
O=C(CCl)Nc1cc(S(=O)(=O)N2CCOCC2)ccc1N1CCOCC1	1972	1599
Cc1cccc(NC(=O)CCC(=O)N/N=C/c2ccncc2)c1	1871	1495
Cc1cccc(-c2n[nH]c(=S)n2C)c1	2056	1789
COc1cc(C(=O)O)nc(OC)n1	1932	1595
COc1ccc(Cl)cc1-c1nc(N)nc(NC2CCCCC2)n1	1736	1507
CC1C2=C(CC(C)(C)CC2=O)NC2=C1C(=O)CC(C)(C)C2	1563	1539
Cc1occc1C(=O)NNC(=O)c1ccccc1C(=O)O	1384	1488
COC(=O)CCC(=O)N1CCCC(CNS(=O)(=O)c2ccc(OC)cc2)C1 (centres undefined)	1586	1367
CCCN(Cc1ccccc1)C(=S)Nc1ccc(C(C)=O)cc1	1523	1547
CCN(CC)CCOC(=O)c1ccc(NC(=O)/C=C/c2cccs2)cc1	1727	1824
CCOC(=O)c1cc(C(=O)c2cc(Br)ccc2O)coc1=N	1979	1603
O=c1cc(CSc2ccccc2)nc(-c2ccccc2)[nH]1	1662	1608

Grouped by structure, the entries above containing a halogen (5)
SMILES	SRC1 TRFRET art	SRC3 TRFRET art
CCC[C@@H]1C[C@@H](C(=O)N[C@@H](C2O[C@H](SC)[C@H](O)[C@@H](O)[C@H]2O)[C@H](C)Cl)N(C)C1 (some centres undefined)	1359	1202
Cc1ccc(Cl)c(OC(=O)c2nn(C(C)C)c(=O)c3ccccc23)c1	1823	1547
O=C(CCl)Nc1cc(S(=O)(=O)N2CCOCC2)ccc1N1CCOCC1	1972	1599
COc1ccc(Cl)cc1-c1nc(N)nc(NC2CCCCC2)n1	1736	1507
CCOC(=O)c1cc(C(=O)c2cc(Br)ccc2O)coc1=N	1979	1603

The list continues:
SMILES	SRC1 TRFRET art	SRC3 TRFRET art
S=C(c1ccccc1)N1CCN(C(=S)c2ccccc2)CC1	1743	1537
CC(C)CCNC(=O)NC(=O)COC(=O)CNC(=O)C1CCCCC1	1871	1547
C#CCn1cc(/C=N/Nc2nc3ccccc3[nH]2)c2ccccc21	2389*	1807
Cc1[nH][nH]c(=O)c1C(c1ccccc1[N+](=O)[O-])C(C#N)C#N (centres undefined)	1956	1560
CCOC(=O)NN1C(=O)c2ccccc2NC1c1ccccc1F (centres undefined)	1728	1367
COC(c1ccccc1)c1nnc(CCC(=O)N2CCCCCCC2)o1 (centres undefined)	1711	1715
O=C(NCCO)/C(=C\c1cccs1)NC(=O)c1cccs1	1955	1650
COc1cc(NC(=O)Cc2ccc(F)cc2)cc(OC)c1OC	1774	1540
O=C(OCCCCN1C(=O)c2ccccc2C1=O)c1ccc(S(=O)(=O)N2CCCC2)cc1	1890	1668
CC(C)(C)OC(=O)N1CCC(NC(=O)c2[nH]cnc2C(=O)N[C@@H](Cc2ccccc2)C(=O)OCc2ccccc2)CC1	1631	1377
O=C(O)c1ccccc1CSc1nc2ccccc2n1Cc1ccccc1C(=O)O	1819	1613
Cc1noc(NC(=O)c2ccc(Cl)c(Cl)c2)c1Cl	1866	1629
CCc1cc(=O)[nH]c(SCc2ccc(C)cc2)n1	2030	1611
C1=Nc2ccccc2CN1c1ccccc1	1430	1373
COc1ccc(CCN2C(=O)CC(NNC(=O)c3ccccc3Br)C2=O)cc1OC (centres undefined)	2079	1896
Cc1nn(-c2ccc(F)cc2)c(Cl)c1/C=N/NC(=O)c1cccs1	1750	1540
CC(=O)N1CCc2cc(S(=O)(=O)NCCC(=O)Nc3cccc(C)c3C)ccc21	1564	1645
CN(C)/C=C(\C(=O)c1ccc(F)cc1F)c1nnnn1-c1ccccc1	1760	1463
CCOc1ccc2[nH]c(C)c(CN(C)C)c(=O)c2c1	1682	1390
CC1=NN(c2ccccc2)C(=O)/C1=C\C=C1\N(C)c2ccccc2C1(C)C	1786	1713
CC1CCCCN1C(=O)COc1ccccc1F (centres undefined)	1934	1627
COc1cccc(CNC(=O)C2CCN(S(=O)(=O)c3cccc4cccnc34)CC2)c1	1821	1585
Cc1cc2oc(=O)cc(CN3CCN(S(=O)(=O)/C=C/c4ccccc4)CC3)c2cc1C	1773	1556
CCc1ccccc1NC(=S)NC1CC2CCC(C1)N2Cc1ccc(F)cc1 (centres undefined)	1535	1459
COc1cc(/C=C/c2cc(C(=O)O)c3ccccc3n2)cc(OC)c1O	1929	1749
CSc1ccc(S(=O)(=O)NCc2ccccc2C)cc1	1664	1394
O=S(=O)(NCC1CC1)c1cccc(S(=O)(=O)N2CCCC2)c1	1542	1560
CC(C)Oc1ccc(C(=O)Nc2nnc(SCC(=O)N3CCOCC3)s2)cc1	1731	1610
CCC(C)(C)C1CCc2c(sc(N)c2C(N)=O)C1 (centres undefined)	1716	1581
O=C(CSc1nnnn1C1CCCCC1)Nc1ccc(F)cc1	1731	1474
O=C(O)CC(NC(=O)C12CC3CC(CC(C3)C1)C2)c1cccc([N+](=O)[O-])c1 (centres undefined)	1675	1317
O=C(Nc1cccc(-c2nc3ncccc3o2)c1)c1cc2ccccc2o1	2041	1557
S=C1NC2(CCCCC2)Cc2ccccc21	1757	1573
CC(C)CCN1CCN(Cc2cccn2-c2ccc(Cl)cn2)CC1CCO (centres undefined)	1887	1634
O=C(O)C1=C[C@H](c2ccc(C(F)(F)F)cc2)C[C@H](OCc2ccc(CO)cc2)O1	1718	1649
CC(C)CC1=NN(C(=O)c2ccncc2)C(O)(C(F)(F)F)C1 (centres undefined)	1961	1862
COc1cccc(C(=O)Nc2cnn(C(C)C)c2)c1	1804	1502
O=C(CSc1ccccc1)Nc1cc(Cl)ccc1Oc1ccccc1	1512	1377
Cn1c(CCNC(=O)C2CCCCC2)nc2cc(NC(=O)c3cccs3)ccc21	1732	1404
Cc1ccc2c(c1)Oc1ccc(NC(=O)CCl)cc1C(=O)N2	1606	1411
COc1ccc(CCN2C(=O)CC(NNC(=O)c3ccccc3Br)C2=O)cc1 (centres undefined)	1828	1590
O=C(c1nc2ccccn2c1CNCC1OCCc2ccccc21)N1CCOCC1 (centres undefined)	1857	1602
COc1cc(/C=N/Nc2nncn2/N=C/c2ccc(O)c(OC)c2)ccc1O	1756	1777
CCNC(=O)COc1cccc(C(=O)NCc2ccccc2)c1	1901	1403
CCN(C(=O)CCS(=O)(=O)c1ccc(Br)cc1)c1ccc2c(c1)OCO2	1649	1897
O=C(Nc1ccccc1C(=O)NCc1ccccc1)c1ccccc1Br	1702	1513
CC(Sc1nnc(Cn2c(=O)sc3ccccc32)n1C)c1ccccc1 (centres undefined)	1772	1596
O=S(=O)(/N=C(\c1ccc(Cl)cc1)N1CCOCC1)c1ccccc1	1734	1590
Cc1ccc2c(c1)c(-c1ccccc1)nc1nncn12	1595	1623
COc1cccc(NC(=O)CN(C)C(C)C(=O)Nc2ccc(S(=O)(=O)N3CCCC3)cc2)c1 (centres undefined)	1631	1736
COc1ccc(-c2nn3c(-c4ccccc4)nnc3s2)cc1OC	1971	1573
CC(=O)Nc1ccc(N2C(=O)CSC2c2ccc(F)cc2)cc1 (centres undefined)	2069	1413
N#Cc1ccccc1NC(=O)c1cccc(COc2ccc(Cl)cc2Cl)c1	1499	1581
O=c1cc(O)c(-c2ccc(Cl)c(Cl)c2)c(Cl)[nH]1	1788	1557
CCn1c(-c2ccsc2)nc2c1c(=O)[nH]c(=O)n2Cc1ccccc1	1672	1711
CC(c1ccon1)N(C)C(=O)CCc1nnc(C2(c3ccc(Cl)cc3)CCC2)o1 (centres undefined)	1606	1547
CC(C(=O)NC1CC1)c1ncc(C(F)(F)F)cc1Cl (centres undefined)	1843	1465
CC(C)c1ccc(C(=O)NCCCN2CCN(CCCNC(=O)c3ccc(C(C)C)cc3)CC2)cc1	2153	1442
CCOC(=O)CC(NS(=O)(=O)c1ccc(OC)c(OC)c1)c1cccc([N+](=O)[O-])c1 (centres undefined)	1666	1761
Brc1ccc(-c2nnc3n2-c2ccccc2CC3)cc1	1373	1733

Quoted from the listing.
Value of COc1ccc(CCN2C(=O)CC(NNC(=O)c3ccccc3Br)C2=O)cc1 (centres undefined) in SRC3 TRFRET art: 1590
Value of COc1cccc(NC(=O)CN(C)C(C)C(=O)Nc2ccc(S(=O)(=O)N3CCCC3)cc2)c1 (centres undefined) in SRC1 TRFRET art: 1631
Value of CC(C)c1ccc(C(=O)NCCCN2CCN(CCCNC(=O)c3ccc(C(C)C)cc3)CC2)cc1 in SRC1 TRFRET art: 2153

A portion taken from the entries so far, as a working copy:
SMILES	SRC1 TRFRET art	SRC3 TRFRET art
COc1cccc(NC(=O)CN(C)C(C)C(=O)Nc2ccc(S(=O)(=O)N3CCCC3)cc2)c1 (centres undefined)	1631	1736
COc1ccc(-c2nn3c(-c4ccccc4)nnc3s2)cc1OC	1971	1573

Later entries.
SMILES	SRC1 TRFRET art	SRC3 TRFRET art
Cc1ccc(-c2n[nH]c(=S)n2/N=C/c2ccc(C)o2)cc1	1769	1605
CCOc1ccccc1Nc1cc(C)nc2nnnn12	1879	1678
Cc1cccn2c(NCc3ccc4c(c3)OCO4)c(-c3ccc(O)cc3)nc12	1744	1424
Cc1[nH]n(-c2ccccc2)c(=O)c1/C=N/N(c1ccccc1)c1ccccc1	1623	1668
CCC(C)(C)c1ccc(OCCCC[n+]2ccc(C)cc2)c(C(C)(C)CC)c1	1794	1502
C/C(Cn1cnc([N+](=O)[O-])n1)=N\NC(=O)c1cccnc1	1910	1585
Nc1nc(SCC(=O)Nc2ccc(Cl)cc2)[nH]c(=O)c1-c1ccccc1	1817	1211
Cc1nnc(Sc2nc3c(c(=O)n(C)c(=O)n3C)n2Cc2ccc(Cl)cc2)s1	1809	1594
COc1ccc(C2(O)CN(c3ccc(C)cc3)C3=[N+]2CCCC3)cc1 (centres undefined)	1700	1646
COc1cccc(CNC(=O)CCC2CCCN(C(=O)CCc3c(C)noc3C)C2)c1 (centres undefined)	1875	1700
Cc1cccc(N2C(=O)C(Cc3ccccc3)NC2=S)c1 (centres undefined)	1805	1594
CC(=O)N1N=C(c2ccccc2)OC1c1cccnc1 (centres undefined)	1707	1538
COCc1c(C(=O)N/N=C(/C)c2ccccc2)nnn1-c1nonc1N	1776	1548
O=S(=O)(c1ccccc1)c1nc(Nc2cccc(O)c2)sc1Cl	1767	1602
NC(=O)c1ccc(NC(=O)COC(=O)CCCc2c[nH]c3ccccc23)cc1	1416	1631
COc1cc(/C=N/NC(=O)c2cccc(NC(=O)c3ccccc3Cl)c2)ccc1O	1900	1670
CCOC(=O)C(=O)Nc1ccccc1C(=O)NCc1ccccc1	1838	1590
Cc1cc(C)c2sc(NNC(=O)C3COc4ccccc4O3)nc2c1 (centres undefined)	1745	1518
COc1cccc(NC(=O)CSc2nnc(Cn3c(=O)sc4ccccc43)n2C)c1	1927	1650
CCCNC(=O)c1ccc2c(=O)n(Cc3ccco3)c(=S)[nH]c2c1	1807	1683
Cc1ccc(-n2c(COc3cccc(C)c3)n[nH]c2=S)cc1	1432	1373
Cc1ccc(/C=N/NC(=O)c2ccccc2OCc2cccc(Br)c2)o1	1725	1733
O=C(CCC(=O)N/N=C/c1c[nH]c2ccccc12)NCc1ccccc1	1835	1651
CC(=O)N1CCC2(CC1)CC(=O)c1cc(OCC(=O)N3CCCC3)ccc1O2	1769	1852
O=C(NN1C(=O)c2ccccc2C1=O)c1ccncc1	1844	1705
CC(=O)OC(C(=O)NC1CCCCC1)c1ccc(Cl)c(Cl)c1 (centres undefined)	1788	1310
CC1CN(c2cc(=O)n(-c3ccc(Cl)cc3)c(=O)[nH]2)CC(C)O1 (centres undefined)	1950	1449
O=c1[nH]c(-c2ccccc2Cl)nc2c1sc(=S)n2-c1ccccc1	1829	1465
O=C(CNS(=O)(=O)c1ccccc1)N1CCCC1	1714	1716
O=C(Nc1ccc(Cl)c(S(=O)(=O)N2CCOCC2)c1)c1ccc2c(c1)OCCO2	1794	1756
CN(C)/C=C(\C=O)c1cccc(Cl)c1	1789	1511
O=C(NCc1ccc(Cl)cc1)C1CCN(S(=O)(=O)N2CCOCC2)CC1	1856	1637
Clc1cccc(-c2nnc3n2CCCCC3)c1	1924	1671
COc1ccccc1OCCCOc1c(Cl)cc(C)cc1Cl	1746	1657
O=C(Nc1ccc(F)cc1)c1nc[nH]c1C(=O)Nc1ccccc1[N+](=O)[O-]	1664	1601
Cc1ccc(C(=O)C(OC(=O)c2c(C)cc(=O)oc2C)c2ccccc2)cc1 (centres undefined)	1665	1797
O=C(/C=C/c1cccc([N+](=O)[O-])c1)NCCN1C(=O)S/C(=C\c2cccnc2)C1=O	1674	1529
c1ccc2c(c1)CCN(c1nc(CN3CCOCC3)nc3sc4c(c13)CCCC4)C2	1761	1829
CC(C)OC(=O)c1cc(-c2ccc(C=O)o2)ccc1Cl	2060	1774
C/C(=C\c1ccccc1)C(=O)Nc1ccc(S(=O)(=O)Nc2ncccn2)cc1	1736	1578
COC(=O)c1sc2nc3c(c(-c4cccs4)c2c1N)CCCC3	1972	1674

Reprinted at random: 2 compounds from above.
SMILES	SRC1 TRFRET art	SRC3 TRFRET art
O=C(Nc1ccc(F)cc1)c1nc[nH]c1C(=O)Nc1ccccc1[N+](=O)[O-]	1664	1601
CC1CN(c2cc(=O)n(-c3ccc(Cl)cc3)c(=O)[nH]2)CC(C)O1 (centres undefined)	1950	1449

Assay outcomes deposited in PubChem BioAssay by The Scripps Research Institute Molecular Screening Center.

Not all compounds are listed (hit frequency here may not be typical).
